# Source: PubChem
# TGFb inhibitor – qHTS for Inhibitors of TGF-b; HepG2 CAGA-GFP TGF-b/SMAD3 reporter, GFP fluorescence, 18 h; TGF-beta stimulated, 500 pg/mL final; Potency, µM (titrated, usually from 46.1 µM), for the others: at the top dose activity, negative = inhibition, actives largely listed as inhibitors; 1.2% of 410,000 active; AID 588855, 2011; further: potency means the concentration at half of the fitted maximal effect; on the % scale 0 is the no-effect control and ±100 the full control effect; nearly all actives have a fitted effect of over 65% in size
#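 HEPG2 CAGA-GFP, 1000 cells/well; 2 h settle, 37 C; cpd via pin tool; TGF-b 500 pg/mL final; 18 h, 37 C; GFP imaging ex488/em500-530; %Activity normalised to -TGF-b and +DMSO controls; CRC fit, curve class.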
# Nrf2 ARE act – qHTS of Nrf2 Activators; AREc32 ARE-luciferase reporter (MCF7-derived line), luminescence, 24 h; Potency, µM (doses to about 46.1 µM), for inactives: at the highest dose activation, most hits filed as activators; 0.31% of 410,000 active; further: potency means the concentration at half of the fitted maximal effect; % of control where 0% means no effect; nearly all actives have a fitted effect of over 65% in size
#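 ARE-driven firefly luciferase activity in AREc32 cells measured after a 24 hr compound exposure at 37 deg C, using Steady-Glo reagent and a 30 min room-temperature hold.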
# HepG2 viability – qHTS for Inhibitors of TGF-b: Cytotox Counterscreen | HepG2 CAGA-GFP viability, ATP luminescence, 18 h | Potency, µM (top dose mostly 46.1 µM), without a hit: at the highest dose activity change, negative = cytotoxicity, actives largely listed as cytotoxic | 0.76% of 410,000 active; further: potency means the concentration at half of the fitted maximal effect; some results filed as inactive show a strong effect at the top dose
#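 HepG2 CAGA-GFP cells (1000/well, DMEM with 1% FBS) received compound, then TGF-beta at 500 pg/mL final, and were incubated 18 hours at 37 degrees C. Viability was read by CellTiter-Glo luminescence. Media-only wells were set as complete cell-killing and DMSO as no toxicity.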
# A549 tox – Nrf2 qHTS screen for inhibitors: counterscreen for cytotoxicity. A549 ARE-Fluc cells, CellTiter-Fluor viability, 18-24 h. Potency, µM (highest dose often 46 µM), inactives show at the top dose activity change, negative = cytotoxicity, usual class: inhibitors. 0.16% of 390,000 active; further: potency means the concentration at half of the fitted maximal effect; on the % scale 0 is the no-effect control and ±100 the full control effect
#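 A549 ARE_Fluc cells in 5% FBS OPTI-MEM were exposed to compounds in concentration-response for 18-24 h at 37 deg C. Viability was read by CellTiter-Fluor fluorescence (Ex 405/Em 525) after 30 min, before the luciferase read.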
# Nrf2 inh – Nrf2 qHTS screen for inhibitors | A549 ARE-Fluc reporter, luciferase luminescence, 18-24 h | Potency, µM (series often up to 46 µM), for the others: top-dose activity change, negative = inhibition, most hits filed as inhibitors | 2.1% of 360,000 active | AID 504444, 2011; further: potency means the concentration at half of the fitted maximal effect; on the % scale 0 is the no-effect control and ±100 the full control effect; nearly all actives have a fitted effect of over 60% in size
#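 Nrf2 activity is the BugLite luminescence, read 15 min after reagent at room temperature, following CellTiter-Fluor cytotoxicity readout (30 min, 37C). Compound titrations were applied for 18-24 h to 5000 A549 ARE_Fluc cells/well in 5% FBS OPTI-MEM.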
# pAkt inh – HTS Assay for Inhibitors of Akt Phophorylation: Primary Screen. Neuro2A IGF-stimulated pAkt S473 HTRF, 20 min; hits give low values. activity change, % for hits at 50 µM. 0.32% of 360,000 active. AID 651550, 2012; in the data active means activity change below about -80%; inconclusive means mostly about -51% to -80%; further: on the % scale 0 is the no-effect control and ±100 the full control effect
#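 Neuro2A cells in DMEM with 0.5% FBS, overnight at 37 deg C, given compound at single 50 µM final, then IGF (6 nM final) for 20 min at 37 deg C. Lysed; phospho-Akt Ser473 by HTRF after 24 h, 665/615 ratio.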
# CCT modulator – High-Throughput Screening for Modulators of Cytosolic Chaperonin Activity. purified chaperonin ATPase assay, HTRF ADP detection, 30 min. activity change, % (test concentration not listed), hits read low. 0.3% of 360,000 active. AID 651819, 2012; in the data active means activity change below about -30%; further: on the % scale 0 is the no-effect control and ±100 the full control effect
#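 Nucleotide hydrolysis assay: TRiC at 20–40 nM final (set by batch activity) with 10 uM ATP, 30 min at 37 °C, in presence of 76 uM compound. Detection by competitive ADP HTRF, 30 min ambient.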
# Mm-Cpn inhibitor – Inhibitors of TCP-1 ring complex (TRiC) of Methanococcus maripaludis (MmCpn): qHTS | Chaperonin Mm-Cpn (Methanococcus maripaludis) | purified Mm-Cpn ATPase, ADP Transcreener TR-FRET | Potency, µM (doses to about 76.9 µM), for the others: at the highest dose activity, negative = inhibition, usual class: inhibitors | 0.031% of 330,000 active | AID 504842, 2011; further: potency means the concentration at half of the fitted maximal effect; on the % scale 0 is the no-effect control and ±100 the full control effect; nearly all actives have a fitted effect of over 80% in size
#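 25 nM Mm-CPN + cpd, 10 min 37°C; + 10 uM ATP, 30 min 37°C; buffer 30 mM Tris pH 7.4, 100 mM KCl, 5 mM MgCl2, 1 mM DTT; Transcreener ADP HTRF detection 30 min RT.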
# Abeta yeast res – qHTS for compounds that reverse cellular toxicity of Amyloid beta (A-beta) peptide in yeast: Primary Screen. 0.063% of 410,000 active. AID 1347071, 2019. Potency, µM (titrated, usually from 46.1 µM), inactives show at the highest dose growth rescue, hits mostly activators. yeast expressing A-beta42, growth rescue, OD600, 48 h; response scale: 0% DMSO, 100% iron-clioquinol control; further: potency means the concentration at half of the fitted maximal effect; nearly all actives have a fitted effect of over 55% in size
#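 Growth rescue measured by 600 nm absorbance after 48 h yeast culture at 30 C with compound. Values normalized between DMSO and an equimolar ferric chloride plus clioquinol control.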
# The depositor's hits bear a star; i = inactive; ? = inconclusive; / = not tested or not shown; [ ] = dose if it differs, or a comment. Unless noted, the call rests on the fitted dose curve; in most records, active means well fitted curve in the direction sought with a large enough effect; inconclusive means small, poorly fitted or top-dose-only effect, or another doubt; inactive means no such curve, though single readings can be large; an effect the other way counts as inactive or inconclusive.
entry	Structure	TGFb inhibitor	Nrf2 ARE act	HepG2 viability	A549 tox	Nrf2 inh
1	C[C@H](CO)N1C[C@H](C)[C@@H](CN(C)C(=O)Nc2ccc3c(c2)OCO3)Oc2c(NS(=O)(=O)c3cn(C)cn3)cccc2C1=O	1%	-1.2%	-1%	-5%	-9%
2	CC1=C(C(=O)N2CCOCC2)CC(CC(=O)NCC2CCCCC2)C(=O)N1CCC1=CCCCC1 (centres undefined)	-22%	4.1%	-34%	/	/
3	N#CC1=C(N)C(C#N)(C#N)[C@H](c2ccoc2)[C@H]2CN(Cc3ccccc3)CC=C12	?	5.4%	11%	?	/
4	CCOC(=O)c1c(C)c(-c2ccccc2)n(CC(=O)N2CCCC2)c1C	-3%	0.4%	-3%	-12%	-12%
5	COc1ccc(C(=O)c2[nH]c(N)c(C(=O)NCCc3c[nH]c4ccccc34)c2-c2c(F)cccc2Cl)cc1	/	7.0%	/	/	/
6	Cc1cc(NS(=O)(=O)c2ccc(NC(NC(=O)C(C(F)(F)F)C(F)(F)F)(C(F)(F)F)C(F)(F)F)cc2)no1	4%	2.9%	-12%	-2%	/
7	Cc1nnc2ccc(-c3ccc(NC(=O)c4cccnc4Cl)cc3)nn12	9%	10%	-17%	-10%	-12%
8	Cc1ccc(Cl)cc1NC(=O)CSc1sc2c(O)cc(=O)[nH]c2c1C#N	0%	0.1%	0%	-3%	4%
9	O=C(Cn1cnc2ccccc2c1=O)c1ccc2c(c1)OCCO2	-1%	-0.5%	12%	-1%	?
10	C[C@H](CO)N1C[C@H](C)[C@@H](CN(C)Cc2ccccc2)OCCCC[C@H](C)Oc2ccc(N(C)C)cc2C1=O	0%	-1.2%	-15%	/	/

entry	pAkt inh	CCT modulator	Mm-Cpn inhibitor	Abeta yeast res
1	i	-2.2	-2%	-8%
2	i	1.1	/	-5%
3	i	-0.9	0%	-20%
4	i	1.0	-1%	22%
5	i	-0.9	/	-14%
6	i	-2.3	0%	5%
7	i	-1.1	1%	1%
8	i	1.4	-19%	-4%
9	i	-9.6	-1%	-6%
10	i	0.4	/	6%

# 2 entries from above, tab-delimited:
no.	mol	TGFb inhibitor	Nrf2 ARE act	HepG2 viability	A549 tox	Nrf2 inh	pAkt inh	CCT modulator	Mm-Cpn inhibitor	Abeta yeast res
9	O=C(Cn1cnc2ccccc2c1=O)c1ccc2c(c1)OCCO2	-1%	-0.5%	12%	-1%	?	i	-9.6	-1%	-6%
10	C[C@H](CO)N1C[C@H](C)[C@@H](CN(C)Cc2ccccc2)OCCCC[C@H](C)Oc2ccc(N(C)C)cc2C1=O	0%	-1.2%	-15%	/	/	i	0.4	/	6%

# The list goes on.
entry	Structure	TGFb inhibitor	Nrf2 ARE act	HepG2 viability	A549 tox	Nrf2 inh
11	Cc1ccccc1NC(=S)NC12CN3CN(CN(C3)C1)C2	9%	-0.1%	-4%	-12%	-6%
12	CC(=O)c1ccc(OC(=O)/C=C/c2ccccc2)cc1	14%	3.8%	10%	-3%	12%
13	Cc1ccc2nc(Nc3ccc(C)c(F)c3)c3nncn3c2c1	-25%	-0.7%	-22%	1%	-16%
14	Cc1cc(-c2nc3ccccc3c(=O)o2)ccc1[N+](=O)[O-]	5%	3.4%	-6%	-3%	27%
15	CC(=O)Nc1nnc(SCC(=O)N2C(C)CCCC2C)s1 (centres undefined)	-29%	-0.5%	-14%	2%	1%
16	COc1ccc(C(CNC(=O)CNS(=O)(=O)c2ccc(NC(C)=O)cc2)N2CCOCC2)cc1 (centres undefined)	0%	-0.3%	-1%	0%	11%
17	O=C(O)Cn1cccc1C(=O)c1ccccc1	32%[activator]	1.7%	3%	3%	9%
18	CCCn1c(=O)c2c(c3ccccc31)OC(C)C(=O)N2 (centres undefined)	-2%	-0.4%	-25%	0%	6%
19	O=S(=O)(c1ccc(NC(=S)NCc2ccco2)cc1)N1CCCCC1	?	-0.5%	-20%	-3%	-5%
20	Cc1cc(C)cc(N(CC(=O)Nc2ccccc2C(=O)N2CCOCC2)S(C)(=O)=O)c1	-4%	-0.2%	1%	-3%	24%

entry	pAkt inh	CCT modulator	Mm-Cpn inhibitor	Abeta yeast res
11	i	0.3	0%	-11%
12	i	-0.7	2%	-10%
13	/	/	/	-1%
14	i	2.4	1%	-12%
15	i	-0.9	?	-12%
16	i	-1.8	-5%	11%
17	i	1.7	-4%	-30%
18	i	0.7	1%	1%
19	i	-0.4	-3%	-14%
20	i	2.8	-11%	-20%

# The results go on.
entry	Structure	TGFb inhibitor	Nrf2 ARE act	HepG2 viability	A549 tox	Nrf2 inh
21	O=C(CCN1CCCCC1)Nc1ccccc1	-4%	-0.3%	0%	24%	38%
22	CCN(CC(=O)N1CCCCCC1)S(=O)(=O)c1ccc(Cl)cc1	-1%	-0.8%	12%	-3%	5%
23	N#C/C(=C\c1ccc(N2CCCC2)c([N+](=O)[O-])c1)c1nc2ccccc2[nH]1	15%	-0.9%	-4%	1%	3%
24	Cc1c(N=Cc2ccccn2)c(=O)n(-c2ccccc2)n1C	27%	-0.1%	4%	-9%	7%
25	CC(OC(=O)c1nc(Cl)ccc1Cl)C(=O)c1ccccc1 (centres undefined)	-2%	0.4%	0%	-3%	3%
26	C=CCOc1ccc(/C(O)=C2\C(=O)C(=O)N(CCN(C)C)C2c2cccs2)cc1 (centres undefined)	15%	2.5%	-1%	-5%	11%
27	O=C(COC(=O)c1nc(Cl)ccc1Cl)Nc1ccc2[nH]c(=O)[nH]c2c1	?	12%	0%	-1%	8%
28	CC(NC(=O)COC(=O)CNC(=O)c1ccccc1Cl)C1CC2CCC1C2 (centres undefined)	0%	3.2%	0%	3%	3%
29	CCN1CCN(C(=O)C2CCN(c3nnc(C)c4c(C)n(-c5ccc(C)cc5)nc34)CC2)CC1	-32%	2.0%	-20%	4%	1%
30	N#CC1=C2SCN(Cc3ccccc3)CN2C(=O)CC1c1ccccc1F (centres undefined)	-3%	4.9%	-7%	?	0%

entry	pAkt inh	CCT modulator	Mm-Cpn inhibitor	Abeta yeast res
21	i	2.2	-1%	5%
22	i	-0.1	/	-42%[inhibitor]
23	/	0.8	?	5%
24	i	-1.8	-1%	4%
25	i	-5.7	0%	12%
26	i	0.9	-4%	5%
27	i	2.8	-4%	10%
28	i	-40*	2%	10%
29	i	-2.5	-5%	/
30	i	-1.1	-6%	3%

# Next section:
entry	Structure	TGFb inhibitor	Nrf2 ARE act	HepG2 viability	A549 tox	Nrf2 inh
31	CCN(CC)C(=O)Cn1nc(-c2ccc(Cl)cc2)c2ccccc2c1=O	-14%	0.8%	-30%	-2%	-27%
32	COc1cccc(C(=O)NC(C)c2ccc(Br)cc2)c1 (centres undefined)	3%	-0.5%	-6%	21%	-9%
33	CCOc1ccc(CCNc2nc3c(c(=O)n(C)c(=O)n3C)n2CC)cc1OCC	11%	-0.9%	-4%	-8%	?
34	O=[N+]([O-])c1ccc(-c2nnc(CNC3CCCC3)o2)cc1	-4%	0.3%	1%	-16%	?
35	COc1cc(C2C(C#N)=C(N)N(Nc3ccccc3)C3=C2C(=O)CC(C)(C)C3)ccc1OCc1ccccc1 (centres undefined)	?	3.0%	-23%	?	23µM*
36	CS(=O)(=O)N(CC(=O)NCc1ccncc1)c1ccc(F)c(Cl)c1	3%	0.0%[9.22 µM]	1%	13%	-1%
37	Cc1ccc2ccc3cccc4ccc1c2c34	-9%	-0.4%	-3%	2%	4%
38	COc1ccc(C2(CNC(=O)c3ccc(N)cc3)CCCC2)cc1	-9%	3.1%	-7%	11%	3%
39	O=S1(=O)CC(N2CCSCC2)CN1Cc1cn(Cc2ccccc2)nn1 (centres undefined)	/	-0.7%	/	/	/
40	COC(=O)c1sccc1NC(=O)Nc1ccc(C)c(C)c1	10%	?	0%	-12%	?
41	COc1ccc(OC)c(NC(=O)NNC(=O)COc2ccc(F)cc2F)c1	5%	-0.5%	65%	25%	8%

entry	pAkt inh	CCT modulator	Mm-Cpn inhibitor	Abeta yeast res
31	i	0.8	-1%	-10%
32	i	-6.4	-1%	0%
33	i	-1.1	1%	9%
34	i	-1.6	-5%	-12%
35	i	0.7	-4%	-3%
36	i	-3.5	1%	-1%
37	i	1.0	-3%	-19%
38	i	1.0	0%	6%
39	i	0.0	/	2%
40	i	-1.6	2%	-38%[inhibitor]
41	i	0.6	-3%	11%

# 5 compounds already listed, ordered by their value in CCT modulator, descending.
item | compound | Nrf2 ARE act | pAkt inh | CCT modulator | Mm-Cpn inhibitor
35 | COc1cc(C2C(C#N)=C(N)N(Nc3ccccc3)C3=C2C(=O)CC(C)(C)C3)ccc1OCc1ccccc1 (centres undefined) | 3.0% | i | 0.7 | -4%
41 | COc1ccc(OC)c(NC(=O)NNC(=O)COc2ccc(F)cc2F)c1 | -0.5% | i | 0.6 | -3%
39 | O=S1(=O)CC(N2CCSCC2)CN1Cc1cn(Cc2ccccc2)nn1 (centres undefined) | -0.7% | i | 0.0 | /
33 | CCOc1ccc(CCNc2nc3c(c(=O)n(C)c(=O)n3C)n2CC)cc1OCC | -0.9% | i | -1.1 | 1%
36 | CS(=O)(=O)N(CC(=O)NCc1ccncc1)c1ccc(F)c(Cl)c1 | 0.0%[9.22 µM] | i | -3.5 | 1%
